APJ agonist: agonists of human apelin receptor APJ, primary screen, CHO-K1 cells, PathHunter beta-arrestin, luminescence | hit rate 0.11% among 330,000 | 0% DMSO wells, 100% apelin | P35414 | AID 2520, 2010 | activation, % at 20 µM;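 active means activation more than six SD over the plate average, tested at 20 µM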;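 further: 0% = DMSO alone and 100% = apelin-13 at 10 nM; some results filed as inactive read as strong as hits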
Target sequence (P35414 whole entry, looked up): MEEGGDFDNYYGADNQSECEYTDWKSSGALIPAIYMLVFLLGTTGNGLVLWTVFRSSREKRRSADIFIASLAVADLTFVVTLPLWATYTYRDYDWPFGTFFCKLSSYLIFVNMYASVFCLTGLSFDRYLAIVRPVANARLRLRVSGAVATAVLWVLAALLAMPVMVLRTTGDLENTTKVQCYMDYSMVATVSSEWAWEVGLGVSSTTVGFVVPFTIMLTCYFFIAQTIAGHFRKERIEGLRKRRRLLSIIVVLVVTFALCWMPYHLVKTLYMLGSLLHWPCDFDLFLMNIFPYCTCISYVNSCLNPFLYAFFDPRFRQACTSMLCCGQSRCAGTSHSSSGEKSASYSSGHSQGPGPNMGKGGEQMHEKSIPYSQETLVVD
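Test system: CHO-K1 APJ beta-arrestin complementation cell line. Amount: cell density 1000 per well. Controls: DMSO negative, 10 nM Apelin-13 positive. Signal: luminescent beta-gal fragment complementation, chemiluminescent substrate. Read-out basis: agonist-driven arrestin binding to APJ. Timing: compound stimulation 90 min at 25 °C, detection 60 min.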
NR3A LBD binder: binders of NR3A ligand-binding domain, primary screen, biophysical, differential scanning fluorimetry, uHTS; Glutamate receptor ionotropic, NMDA 3A (GRIN3A) ligand-binding domain; NR3A LBD differential scanning fluorimetry, Tm shift; 0% = protein alone, 100% = glycine-bound protein; Tm shift relative to glycine control, % at 25 µM; hit rate 2.5% among 340,000;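 active means melting temperature shift of at least 10% of the positive control shift, at one fixed dose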
APJ antag: antagonists of human apelin receptor APJ, primary screen, CHO-K1 cells, beta-arrestin complementation, luminescence; P35414; inhibition, % at 20 µM; hit rate 0.32% among 330,000; AID 2521, 2010;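 active means inhibition above about 40% at 20 µM, limit read from the data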;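 further: cells challenged with 10 nM apelin-13 agonist together with compound; plate controls were apelin-13 plus DMSO wells for no effect and DMSO wells lacking apelin-13 for full effect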
NALP3 yeast inh: NALP3 inflammasome inhibitors in reconstituted yeast, primary screen, luminescence, uHTS; Yeast reconstituted NLRP3/ASC/caspase-1, beta-gal luminescence, 24 h; inhibition, % at 10 µM; hit rate 0.39% among 330,000; AID 2825, 2010;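 active means inhibition of 50% or more; inactive means inhibition below 50%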;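 further: plate controls were induced DMSO wells for no effect and uninduced yeast grown without galactose for full effect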
beta cell repl: inducers of MIN6 beta-cell proliferation, primary screen, ATP luminescence, uHTS | MIN6 cells proliferation, ATPlite luminescence, 48 h; cells starved in 0.2% serum; 100% = growth in 10% serum | AID 2380, 2010 | hit rate 0.29% among 330,000 | proliferation, % at 10 µM;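 active means compounds whose signal lies at least 3.5 SD above the mean of all wells on their plate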;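 further: 0% = DMSO-treated cells in low-serum medium and 100% = 10% serum control; some compounds called inactive have numbers as strong as hits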
MPTP inh: mitochondrial permeability transition pore inhibitors, primary screen, biochemical, isolated mouse mitochondria, absorbance; Ca2+ swelling absorbance, 30 min; inhibition, % at 10 µM; hit rate 1.4% among 360,000;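 active means inhibition of 50% or more, scaled per plate between neutral and stimulator controls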;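 further: 0% = DMSO wells given calcium and 100% = 1 mM EGTA wells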
tim23-1 inh: growth inhibitors of tim23-1 mutant yeast, primary screen, luminescence, uHTS; S. cerevisiae tim23-1 growth, BacTiter-Glo luminescence, 24 h; inhibition, % at 20 µM; hit rate 1.3% among 330,000;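 active means growth inhibition of the mutant yeast at or above 50%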;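 further: temperature-sensitive mutant grown at 25 °C; plate controls were DMSO-treated mutant yeast for no effect and medium wells lacking yeast for full effect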
TIM10 inh: growth inhibitors of isogenic TIM10 control yeast, primary screen, counter-screen for tim10-1 yeast inhibitor project, luminescence, uHTS. inhibition, % at 10 µM. AID 463195, 2010. hit rate 1.4% among 330,000. S. cerevisiae TIM10 strain growth, BacTiter-Glo luminescence, 24 h;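 active means inhibition of 40% or more at the single tested concentration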;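 further: wild-type TIM10 isogenic control strain grown at permissive 25 °C; 0% = DMSO yeast wells and 100% = minimal medium wells without yeast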
tim10-1 inh: growth inhibitors of tim10-1 mutant yeast, primary screen, luminescence, uHTS; S. cerevisiae tim10-1 ts strain growth, BacTiter-Glo, 24 h; AID 463190, 2010; hit rate 2.2% among 330,000; inhibition, % at 20 µM;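 active means inhibition of at least 40%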;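 further: mutant grown at 25 °C; 0% = DMSO wells with yeast and 100% = wells holding no yeast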
An asterisk follows results filed as active.

Molecule	APJ agonist	NR3A LBD binder	APJ antag	NALP3 yeast inh	beta cell repl	MPTP inh	tim23-1 inh	TIM10 inh	tim10-1 inh
COc1ccccc1NC(=O)NCCCl	-3	-2	11	6	-3	-0.9	-18	-9	-11
Cc1ccnc(SCC(=O)O)n1	-3	1	-11	-7	1	1.4	5	1	0
CN(Cc1ccccc1)c1nc2c(c(=O)[nH]c(=O)n2C)n1CCOc1ccccc1	-4	1	-18	3	2	-1.3	3	19	0
CCN(CC)CCNS(=O)(=O)c1ccc2[nH]cc(C(=O)O)c(=O)c2c1	4	1	-9	14	-1	-1.8	0	-6	-13
CCCc1cc(=O)[nH]c(SCC(=O)Nc2cc(S(=O)(=O)N(CC)c3ccccc3)ccc2Cl)n1	-3	-6	-8	-1	-5	5.7	2	6	3
COc1ccc(S(=O)(=O)N2CCN(Cc3cccc(OC)c3)CC2)cc1	-1	-1	18	22	-2	0.2	55*	21	25
Nc1nc(NC(=O)Cc2ccccc2)nn1-c1ccccc1	-2	-1	13	-2	-1	1.4	6	1	10
Cc1n[nH]c(C)c1CCC(=O)N/N=C/c1c[nH]c2ccccc12	-1	4	-4	5	-4	1.3	9	9	2
O=C(O)c1cccc(NC(=O)c2ccc3c(c2)C(=O)N(CC2CCCO2)C3=O)c1 (stereo not drawn)	-6	3	-11	14	-2	-1.8	5	-4	2
COc1ccc(/C=C2\CCc3ccccc3C2=O)cc1Cn1cccn1	-2	1	-2	34	-5	4.0	36	42*	43*
Cc1ccc(C(=O)Nc2ccc(Cl)cn2)cc1	-4	0	11	19	-3	-0.6	23	10	3
CSCCC(NC(=O)c1ccc([N+](=O)[O-])cc1Cl)C(=O)OCC(=O)N1CCN(C(C)=O)CC1 (stereo not drawn)	3	2	-28	5	-3	-0.6	-16	4	3
CC(C)NC(=O)Nc1ccc2c(c1)C(=O)N([C@H](C)CO)C[C@H](C)[C@@H](CN(C)C(=O)Nc1ccc(C(F)(F)F)cc1)O2	-2	-3	0	12	-4	4.5	-2	4	-1
Cc1cc(C)c(C(=O)CN2C(=O)NC3(CCCCCC3)C2=O)cc1C	11	0	-5	27	-1	-0.6	0	14	0
CCOC(=O)N1CCN(C(=O)c2ccc3c(=O)n(CCc4ccc(OC)c(OC)c4)c(=O)[nH]c3c2)CC1	4	-1	0	14	3	-1.3	0	6	2
CCOC(=O)Cn1c(=O)oc2ccc(C)cc21	0	0	-11	-8	-1	-1.4	5	-25	6

Some entries already given, limited to APJ agonist and beta cell repl:
Molecule | APJ agonist | beta cell repl
CCCc1cc(=O)[nH]c(SCC(=O)Nc2cc(S(=O)(=O)N(CC)c3ccccc3)ccc2Cl)n1 | -3 | -5
COc1ccc(S(=O)(=O)N2CCN(Cc3cccc(OC)c3)CC2)cc1 | -1 | -2

Going on with the list:
Molecule	APJ agonist	NR3A LBD binder	APJ antag	NALP3 yeast inh	beta cell repl	MPTP inh	tim23-1 inh	TIM10 inh	tim10-1 inh
Cn1c(N)c(C#N)c2c(c1=S)CSC(C)(C)C2	-4	-2	0	-1	2	1.4	-19	-2	9
O=C(Nc1ccc(Cl)cc1F)c1cc(S(=O)(=O)N2CCCCC2)ccc1F	3	13*	14	17	-1	1.7	9	6	2
COc1ccccc1-c1nn(Cc2ccccc2)cc1C(=O)NCC(c1ccco1)N1CCCC1 (stereo not drawn)	-4	-1	11	2	4	0.0	12	0	13
O=C(COc1ccc(S(=O)(=O)NC2CCCCC2)cc1Cl)NCc1ccc2c(c1)OCO2	-3	-13	-10	9	-2	-1.8	18	14	22
Cc1ccccc1C1c2[nH]c3ccccc3c2C[C@H]2C(=O)N(c3ccccc3C(=O)NCCCN3CCOCC3)C(=O)N12 (stereo partly drawn)	1	-2	-67	12	-5	0.5	18	15	10
CCOC(=O)[C@@H]1[C@H]2COc3ccc(Br)cc3[C@@H]2N2C(=O)N(c3ccc(OC)cc3)C(=O)[C@@]12C	-4	3	12	10	-1	-0.5	27	12	20
Cc1ccc(S(=O)(=O)NCCC(=O)NCC(c2cccs2)N(C)C)cc1 (stereo not drawn)	-3	1	7	14	1	0.1	9	1	-10
CC(NC(=O)c1ccccc1Br)c1nnc(SCC(=O)NC2CCCCC2)n1C (stereo not drawn)	1	0	-2	-2	0	0.0	-14	-13	6
CCOC(=O)[C@@H]1[C@H]2COc3cc(OC)ccc3[C@@H]2N2C(=O)N(c3ccc(Cl)cc3)C(=O)[C@]12C	9	1	16	7	-4	3.8	16	-7	32
CN1C(=O)N(CC(=O)Nc2sccc2C(N)=O)C(=O)C12CCCCC2	-3	-2	6	16	-3	-2.5	-13	6	-18
NS(=O)(=O)c1ccc(CCNc2nc(CN3CCCCC3)nc3sc4c(c23)CCC4)cc1	-3	0	-1	-20	-4	7.8	21	-1	-3
O=C(NCCO)c1nc(NCCO)c2ccccc2n1	-3	1	4	5	2	-0.7	-6	-6	1
CC1Cc2ccccc2N1C(=O)C12CCC(C)(C(=O)C1)C2(C)C (stereo not drawn)	-3	-1	4	-7	0	0.9	37	29	32
Cc1ccc(NC(=O)COC(=O)COc2cccc3c2OC(C)(C)C3)cc1S(=O)(=O)N1CCOCC1	16	2	9	10	-2	-1.9	23	-12	17
CCCCSc1nnc(-c2c[nH]c3ccccc23)n1C	4	0	9	13	1	-1.9	12	-3	3
CCCCN(CC)CCCNC(=O)CS(=O)(=O)Cc1nc(-c2cccc(OC)c2)oc1C	-2	1	13	-9	-1	3.9	7	12	11
COc1ccc(N(C(=O)Cc2cccs2)C(C(=O)NC2CCCCC2)c2cccn2C)cc1OC (stereo not drawn)	-1	-2	8	5	3	0.2	18	6	7
Cc1cccnc1NC(=O)c1sc2ccccc2c1Cl	-2	-1	15	14	-1	-0.1	42	12	12
COc1cccc(OCC(O)CN2CCc3ccccc3C2)c1 (stereo not drawn)	-2	-1	5	4	-3	1.3	-17	4	-13
O=C1c2cccc([N+](=O)[O-])c2C(=O)N1c1ccccc1	-4	-2	14	-3	-3	0.4	21	2	-6
CCOc1ccc(NC(=O)CCNC(=O)c2ccco2)cc1	0	1	-5	27	2	-0.9	15	-7	15
Cc1ccc(CSCC(=O)N2CCCC2)cc1	-1	-1	2	-6	-1	-1.3	1	-3	10
O=C(CSc1nnc2ccc(-c3ccccn3)nn12)NCCc1ccccc1	-1	-1	13	18	-1	2.2	9	3	22
COCc1cc(C)[nH]c(=O)c1C#N	2	-2	-14	17	-1	-2.1	-6	-21	-9
COC(=O)C(Cc1cncn1COCc1ccccc1)NC(=O)OC(C)(C)C (stereo not drawn)	6	0	-11	-10	-1	0.4	2	-6	12
CC1CCc2nc(NC(=O)Cc3cccs3)sc2C1 (stereo not drawn)	-1	-3	-17	48	0	-1.8	49	29	39
CCCCNC(=O)c1cc(-c2ccc3c(c2)OCO3)on1	-2	2	-5	2	0	-0.7	6	-4	11
CC1(C)CC(=O)C=C(NCCCN2CCCC2=O)C1	0	0	1	-3	-2	-0.8	6	13	11
COC(=O)c1cc(=O)c2c(C)nc(C(Cl)(Cl)Cl)nc2[nH]1	2	0	-9	17	0	-0.1	44	2	24
Cn1nc(-c2ccccc2)c(CO)c1Oc1cccc(C(F)(F)F)c1	-1	-1	-2	18	2	-0.6	15	17	14
COc1cccc(CN2CCN(Cc3ccc(C)o3)CC2CCO)c1 (stereo not drawn)	-3	-1	-25	10	-1	-0.6	4	-10	-2
CC(OC(=O)CCc1nc2ccccc2c(=O)[nH]1)C(=O)Nc1cccc(C(F)(F)F)c1 (stereo not drawn)	-8	-2	9	8	0	-0.9	4	-7	-6
OC1C[N+]2(CCCCC2)C1	-3	-7	10	9	-1	1.5	11	16	18
CCOC(=O)c1c(C)[nH]c(C(=O)COC(=O)/C=C/c2ccc3c(c2)OCO3)c1C	0	2	12	2	0	-0.6	7	8	6
CCOC(=O)N1CCC(NC(=O)C(NS(=O)(=O)c2ccc3c(c2)CCN3C(C)=O)C(C)C)CC1 (stereo not drawn)	2	1	-4	9	0	-0.6	12	7	7
COc1ccc(-c2nc(N)nc(C(F)(F)F)c2-c2csc(C)n2)c(O)c1	-3	-1	-6	6	2	0.5	12	-9	10
CCOc1ccc(NC(=O)c2cccs2)c([N+](=O)[O-])c1	2	-2	-4	18	-2	1.5	0	12	14
CCc1ccc(-c2csc3ncn(CC)c(=O)c23)cc1	-1	-2	16	7	5	0.6	21	20	20
COc1ccccc1-c1cc(C(=O)N/N=C/c2ccc(C)o2)c2ccccc2n1	1	1	16	5	-4	-1.8	23	7	0
CCOC(=O)c1sc(=NC(=O)COc2ccc(Cl)cc2)n(C)c1C	0	-1	8	9	-4	0.4	5	-19	3
CCCSc1nsc(SCCC)c1C#N	-3	0	18	9	5	3.3	1	1	-6
Cn1c(SCC(=O)NNC(=O)c2ccccc2)nnc1C1CC1	1	1	13	18	-2	-2.0	-1	0	13
CCC(CO)NCc1ccc(-c2ccccc2)cc1 (stereo not drawn)	-1	-9	-8	-14	0	7.8	-10	8	7

Grouped by structure: the entries above containing an NH in an aromatic ring.
Molecule	APJ agonist	NR3A LBD binder	APJ antag	NALP3 yeast inh	beta cell repl	MPTP inh	tim23-1 inh	TIM10 inh	tim10-1 inh
CN(Cc1ccccc1)c1nc2c(c(=O)[nH]c(=O)n2C)n1CCOc1ccccc1	-4	1	-18	3	2	-1.3	3	19	0
CCN(CC)CCNS(=O)(=O)c1ccc2[nH]cc(C(=O)O)c(=O)c2c1	4	1	-9	14	-1	-1.8	0	-6	-13
CCCc1cc(=O)[nH]c(SCC(=O)Nc2cc(S(=O)(=O)N(CC)c3ccccc3)ccc2Cl)n1	-3	-6	-8	-1	-5	5.7	2	6	3
Cc1n[nH]c(C)c1CCC(=O)N/N=C/c1c[nH]c2ccccc12	-1	4	-4	5	-4	1.3	9	9	2
CCOC(=O)N1CCN(C(=O)c2ccc3c(=O)n(CCc4ccc(OC)c(OC)c4)c(=O)[nH]c3c2)CC1	4	-1	0	14	3	-1.3	0	6	2
Cc1ccccc1C1c2[nH]c3ccccc3c2C[C@H]2C(=O)N(c3ccccc3C(=O)NCCCN3CCOCC3)C(=O)N12 (stereo partly drawn)	1	-2	-67	12	-5	0.5	18	15	10
CCCCSc1nnc(-c2c[nH]c3ccccc23)n1C	4	0	9	13	1	-1.9	12	-3	3
COCc1cc(C)[nH]c(=O)c1C#N	2	-2	-14	17	-1	-2.1	-6	-21	-9
COC(=O)c1cc(=O)c2c(C)nc(C(Cl)(Cl)Cl)nc2[nH]1	2	0	-9	17	0	-0.1	44	2	24
CC(OC(=O)CCc1nc2ccccc2c(=O)[nH]1)C(=O)Nc1cccc(C(F)(F)F)c1 (stereo not drawn)	-8	-2	9	8	0	-0.9	4	-7	-6
CCOC(=O)c1c(C)[nH]c(C(=O)COC(=O)/C=C/c2ccc3c(c2)OCO3)c1C	0	2	12	2	0	-0.6	7	8	6
